Screening data: PubChem BioAssay, several laboratories
EBNA-1 inh: blocks EBNA-1 binding to DNA. EBNA-1 DNA binding, fluorescence polarization. inhibition, % at 14.8 µM. hit rate 0.34% among 300,000. AID 1950; in the data active = inhibition above about 28%
TPT1 inh: blocks Candida albicans tRNA 2'-phosphotransferase; recombinant caTPT1, FP RNA substrate dephosphorylation; inhibition, % at 5 µM; hit rate 0.81% among 300,000; AID 1962;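 active = inhibition above the mean of all tested compounds plus 3 SD, set per screening campaign, cut at about 24% in these data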;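 note: plate controls were DMSO alone for no effect and ferristatin control at 100 nM for full effect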
Fh CTSL1 inh: blocks F. hepatica cathepsin L1 in PFM18AAP counter-screen; recombinant F. hepatica cathepsin L1, Z-Leu-Arg-MCA fluorescence; inhibition, % at 5.96 µM; hit rate 0.49% among 300,000;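 active = inhibition above the mean of all tested compounds plus 3 SD, set per screening campaign, cut at about 17% in these data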;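 note: 0% = plate median of test compound wells and 100% = 1 µM Z-Phe-Ala-diazomethylketone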
PP5 inh: PP5 (human) phosphatase inhibition. P53041. purified PP5c, OMFP substrate fluorescence. inhibition, % at 6.7 µM. hit rate 0.18% among 320,000;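 active = inhibition above the campaign's mean inhibition across all tested compounds plus 3 SD, cut at about 9.5% in these data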;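 note: 0% = DMSO only and 100% = 100 µM cantharidin control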
ZTA counter: ZTA (EBV) inhibition in EBNA-1 counter-screen; P03206; ZTA-DNA binding, fluorescence polarization; inhibition, % at 11 µM; hit rate 0.15% among 320,000; AID 2234; in the data active = inhibition above about 33%
Target sequence (P03206 whole entry, looked up): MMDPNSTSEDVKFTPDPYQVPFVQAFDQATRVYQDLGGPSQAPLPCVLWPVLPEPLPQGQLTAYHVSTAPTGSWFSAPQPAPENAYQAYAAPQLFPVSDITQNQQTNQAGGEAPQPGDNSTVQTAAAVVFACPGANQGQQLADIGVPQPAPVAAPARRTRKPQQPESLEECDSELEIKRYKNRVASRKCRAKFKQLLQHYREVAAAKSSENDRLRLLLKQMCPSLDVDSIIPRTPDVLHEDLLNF
PP1 counter: blocks human PP1-alpha phosphatase, a PP5 counter-screen. P62136. purified PP1alpha, OMFP fluorescence. inhibition, % at 6.7 µM. hit rate 0.9% among 320,000. AID 2235;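 active = inhibition above the mean inhibition of all tested compounds plus 3 SD, computed separately for each screening campaign, cut at about 15% in these data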
Target sequence (P62136 whole entry, looked up): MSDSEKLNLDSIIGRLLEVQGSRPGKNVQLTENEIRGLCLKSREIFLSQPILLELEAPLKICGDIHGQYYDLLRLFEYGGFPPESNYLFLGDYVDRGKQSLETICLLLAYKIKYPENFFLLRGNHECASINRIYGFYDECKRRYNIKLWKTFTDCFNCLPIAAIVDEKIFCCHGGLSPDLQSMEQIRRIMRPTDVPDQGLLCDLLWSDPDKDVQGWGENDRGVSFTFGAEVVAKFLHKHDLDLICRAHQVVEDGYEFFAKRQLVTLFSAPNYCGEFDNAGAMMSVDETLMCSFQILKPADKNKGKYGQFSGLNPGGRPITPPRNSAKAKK
JMJD2C inh: inhibitors of human GASC-1 (JMJD2C) demethylase | Q9H3R0 | GST-JMJD2C(1-420) H3K9me3 demethylation, DELFIA europium | inhibition, % at 2.35 µM | hit rate 0.069% among 330,000;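 active = more than half of a compound's replicate wells show inhibition beyond 50%, single wells judged on their own value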;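 note: signal counts dimethyl H3K9 product captured on neutravidin plate; 0% = median of DMSO wells and 100% = 0.3 times that DMSO median; strong numbers were not always called active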
core dimer inh: HCV core protein dimerization inhibition | hit rate 0.33% among 300,000 | inhibition, % at 5 µM | TR-FRET GST/Flag-core106 dimerization, 1536-well;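 active = inhibition above the mean of all tested compounds plus 3 SD, set per screening campaign, cut at about 45% in these data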
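System: GST-tagged and Flag-tagged HCV core protein residues 1-106 / Input: core106 proteins, GST 13.5 nM and Flag 17 nM / Buffer or medium: KF-containing HEPES buffer, pH 7.45, DTT, CHAPS, BSA / Probe or stimulus: Eu-anti-GST and XL665-anti-Flag labelled anti-tag antibodies / Schedule: 4 h, 22.5 °C incubation / Technique: TR-FRET 671 and 617 nm emission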
CR mimetic SO: yeast age-related superoxide inhibition as caloric restriction mimetic; S. cerevisiae aged cells, superoxide DHE fluorescence; active compounds read low; superoxide response (% of plate mean), % at 10 µM; hit rate 0.18% among 330,000;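 active = superoxide response under a set limit, about three screen SD below normal, cut at about 65% in these data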;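 note: yeast aged for seven days with compound at 30 °C before DHE staining; 100% = average MFI of all compound-treated wells on the plate with controls excluded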
* marks the source's active call; other numbers are inactive results; · = no result given.

No.	Molecule	EBNA-1 inh	TPT1 inh	Fh CTSL1 inh	PP5 inh	ZTA counter
1	CN1CCC(=C2c3ccccc3C(O)c3ccccc32)CC1 (centres undefined)	-10	0	-5	2.3	-4
2	CCOc1cc(C(=O)Nc2cccnc2)cc(OCC)c1OCC	2	5	1	0.0	17
3	CCCNS(=O)(=O)c1ccc(OCC(=O)NCC2CCCO2)cc1 (centres undefined)	9	-2	2	-0.1	17
4	CCC(=O)N(Cc1cc(=O)[nH]c2ccccc12)c1ccc(OC)cc1	0	-2	-2	-1.1	18
5	COc1ccc(NC(=O)Nc2nc3ccccc3s2)cc1	0	1	-1	1.7	5
6	Cc1ccc(NS(=O)(=O)c2c(C)[nH]c(C)c2C(=O)N2CCCCC2)cc1C	7	-2	4	2.7	6
7	Cc1cccc(OCCC(=O)Nc2ccc(N3CCOCC3)cc2N2CCOCC2)c1	·	·	·	4.8	9
8	Cc1nc2ccc(NC(=O)N3CCCCC3)cc2s1	-6	0	-2	1.9	-11
9	O=C(CCC1CCCN(Cc2ccncc2)C1)NCc1ccc(F)c(F)c1 (centres undefined)	-16	-1	-7	0.1	-13
10	COC(=O)C1C(O)=C(C=NCC(C)N=CC2=C(O)C(C(=O)OC)C(C)(C)CC2=O)C(=O)CC1(C)C (centres undefined)	7	2	-3	2.4	-13
11	C=CCN1CCN(C(c2ccccc2)c2nnnn2CCC(C)C)CC1 (centres undefined)	4	-1	5	-1.7	5
12	O=C(CCc1nc2ccccc2[nH]1)N1CCc2ccccc2C1	-8	3	1	0.9	10
13	O=C(NCCS(=O)(=O)N1CCN(c2ccccc2)CC1)C1CC(=O)N(c2ccc(F)cc2)C1 (centres undefined)	6	2	-2	-0.1	7
14	Cc1ccc(OCC(=O)Nc2ccc(S(=O)(=O)Nc3ccccn3)cc2)cc1	0	-1	-2	3.2	6
15	Cn1c(N2CCN(C(=O)Nc3ccc(F)cc3)CC2)nc2ccccc21	-1	0	-5	1.5	-4

No.	PP1 counter	JMJD2C inh	core dimer inh	CR mimetic SO
1	2	165	-90	110
2	0	23	7	105
3	0	-4	13	101
4	-4	11	2	101
5	1	7	0	104
6	1	8	1	93
7	2	-8	·	84
8	-3	-8	-2	95
9	-2	-16	0	98
10	-2	18	4	107
11	2	-8	2	88
12	0	17	-14	105
13	-1	2	0	101
14	-4	-5	4	125
15	-9	8	2	106

3 structures from above, sorted by molar mass, lowest first:
No.	Molecule	EBNA-1 inh	TPT1 inh	Fh CTSL1 inh	PP5 inh	ZTA counter
8	Cc1nc2ccc(NC(=O)N3CCCCC3)cc2s1	-6	0	-2	1.9	-11
2	CCOc1cc(C(=O)Nc2cccnc2)cc(OCC)c1OCC	2	5	1	0.0	17
3	CCCNS(=O)(=O)c1ccc(OCC(=O)NCC2CCCO2)cc1 (centres undefined)	9	-2	2	-0.1	17

No.	PP1 counter	JMJD2C inh	core dimer inh	CR mimetic SO
8	-3	-8	-2	95
2	0	23	7	105
3	0	-4	13	101

(continued)
No.	Molecule	EBNA-1 inh	TPT1 inh	Fh CTSL1 inh	PP5 inh	ZTA counter
16	NCCCn1c(C(=O)c2ccc(Cl)cc2)c2ccc(C(F)(F)F)cc2[n+]1[O-]	-1	-3	3	2.1	-8
17	c1ccc(-c2ccc3[nH]ccc3c2)cc1	·	·	·	1.5	3
18	COC(=O)c1ccc(CSc2nnc(N)s2)o1	2	0	4	0.1	6
19	COc1cc(-c2[nH]ncc2CN(C)Cc2cc(C)[nH]n2)cc(OC)c1OC	7	-4	-1	6.9	-4
20	Cc1cc(S(=O)(=O)N(C)CCc2ccccc2)ccc1-n1cnnn1	7	1	-2	-0.5	5
21	O=C(COc1ccc(S(=O)(=O)N2CCCC2)cc1)NCc1cccnc1	3	-2	1	-1.2	-2
22	O=C(CN1C(=O)NC2(CCCC2)C1=O)N1CCN(c2ccccc2O)CC1	-4	-4	11	-1.5	-6
23	O=C(Oc1ccc(Oc2ccccc2)cc1)N1CCC(O)CC1	7	0	3	-0.7	9
24	CC(=O)NCCc1ccc(S(=O)(=O)Nc2cccnc2)cc1	-7	-1	-2	1.2	-7
25	COc1ccc(CNC(=O)c2cc(=O)c3c(C)cc(C)cc3o2)cc1	5	0	2	0.9	3
26	Cn1c(=O)c2c(nc(N/N=C/c3cccnc3)n2Cc2ccc(F)cc2)n(C)c1=O	-3	2	-3	-1.4	12
27	CC(/C=N/NC(=O)Cc1cccn1C)=C\c1ccccc1	2	1	4	0.8	3
28	Cc1ccc(OCC(=O)OCC(=O)Nc2sccc2C(N)=O)cc1C	-2	-1	-7	3.4	-12
29	CC(=O)c1sc(N/N=C\c2c(O)ccc3ccccc23)nc1C	4	117*	-1	3.1	-17
30	COc1ccc(Cc2noc(CN3CCN(c4ccc(Cl)cn4)CC3)n2)cc1OC	4	0	1	0.9	-12

No.	PP1 counter	JMJD2C inh	core dimer inh	CR mimetic SO
16	-1	-9	3	90
17	1	-1	·	86
18	-1	42	3	98
19	-1	1	-4	114
20	-2	7	-1	102
21	-4	0	5	104
22	18*	6	-7	72
23	-2	5	6	103
24	5	3	1	105
25	-1	-3	2	114
26	-5	4	0	83
27	-4	9	0	89
28	0	-1	1	108
29	4	-9	3	103
30	8	-7	3	102

No.	Molecule	EBNA-1 inh	TPT1 inh	Fh CTSL1 inh	PP5 inh	ZTA counter
31	CCCn1c(SCC(=O)c2c(N)n(C3CC3)c(=O)[nH]c2=O)nc2cc(S(N)(=O)=O)ccc21	·	·	·	-2.0	6
32	CCC(=O)N1C(C(=O)O)CSC1c1ccc(OC)cc1 (centres undefined)	9	-6	-4	-1.2	3
33	COCc1nnc(SCC(=O)NC(C)c2ccccc2)n1-c1ccccc1 (centres undefined)	-3	0	-4	0.4	-6
34	O=C(NNS(=O)(=O)c1ccc(Br)cc1)c1ccncc1	10	-3	-3	0.7	-1
35	CCOc1ccc(CN(C(=O)c2ccccn2)c2ccc(OC)c(Cl)c2)cc1	-17	3	1	3.5	1
36	CCOc1ccc(S(=O)(=O)N(CC)CC)cc1N	1	-1	0	-2.4	9
37	Cc1ccc(C(=O)N2CCCC(Nc3ccc(C(C)C)cc3)C2)cn1 (centres undefined)	10	0	-3	-0.1	3
38	Cc1cccc(CN2CCC(Oc3ccc(C(=O)N4CCCCC4)cc3)CC2)c1	0	1	-4	-1.0	-2
39	Cc1ccc(S(=O)(=O)N2CCN(C(=O)c3ccc(COc4ccccc4)o3)CC2)cc1	·	·	·	3.9	-13
40	CN(C)CCNC(=O)c1c(CSc2ccccc2)noc1C(=O)NCc1ccccc1	-2	6	0	-1.9	11
41	CCCN1CCC(=NNc2ccc(S(N)(=O)=O)cc2[N+](=O)[O-])CC1	0	-3	0	-0.4	6
42	Cn1c(SCC(=O)NC2CC2)nnc1-c1ccc(Cl)cc1	·	·	·	4.8	-19
43	Cc1ccccc1OCc1nc2ccccc2c(=O)n1NC(=O)c1ccco1	-2	-4	7	0.8	1
44	O=c1c2[nH]c3ccccc3c2ncn1CCCn1ccnc1	6	-3	1	-1.8	6
45	O=S(=O)(c1cc(Cl)ccc1Cl)N1CCNCC1	5	1	1	0.9	-7

No.	PP1 counter	JMJD2C inh	core dimer inh	CR mimetic SO
31	-2	-2	·	95
32	31*	-49	-1	85
33	-1	7	0	105
34	-1	1	-1	72
35	4	8	6	98
36	-6	-1	-1	106
37	0	1	0	98
38	-3	-5	2	72
39	4	4	·	90
40	-4	1	-4	103
41	2	5	-3	96
42	3	6	·	101
43	-2	-10	5	86
44	2	-4	-5	100
45	0	-14	-3	83

No.	Molecule	EBNA-1 inh	TPT1 inh	Fh CTSL1 inh	PP5 inh	ZTA counter
46	C=CCn1cc(C(=O)NCCN(CC)CC)c(=O)c2cc(S(=O)(=O)N3CCCCCC3)ccc21	-8	-1	-4	-3.0	-13
47	CN(C(=O)COC(=O)CNC(=O)c1cccs1)c1c(N)n(Cc2ccccc2)c(=O)[nH]c1=O	·	·	·	-0.7	2
48	COc1cc(OC)c(OC)cc1CNC(=O)c1cc(=O)c2ccccc2o1	-10	-2	4	3.9	-5
49	CCSc1nnc(-c2ccncc2)n1Cc1ccccc1	0	-2	-2	1.0	-2
50	Cc1ccn2cc(CNS(=O)(=O)c3cccs3)nc2c1	0	2	-3	-0.4	-5
51	COCC1CCCCN1C(=O)c1cccc(OC2CCN(S(C)(=O)=O)CC2)c1 (centres undefined)	-7	-4	-6	2.2	-15
52	CC(C)(C)C(=O)C1=C(O)C(=O)N(Cc2ccccc2)C1c1ccccc1Cl (centres undefined)	5	0	2	-1.5	-5
53	Cn1cc(CN2CCCC(C(=O)Nc3cccc(-n4cccn4)c3)C2)cn1 (centres undefined)	2	-4	-5	0.5	-3
54	COc1ccc(C2(NC(C)=O)CCN(C(=O)CCC(=O)O)CC2)cc1	5	2	-3	-0.7	-1
55	O=C(Cc1ccccc1F)OCC(=O)N1CCN(C(=O)c2ccco2)CC1	-6	0	-7	0.5	-3

No.	PP1 counter	JMJD2C inh	core dimer inh	CR mimetic SO
46	-12	5	-3	109
47	1	-2	·	92
48	-1	-1	-4	95
49	0	-7	-3	96
50	2	7	-3	107
51	1	21	-6	104
52	5	-11	8	84
53	0	1	5	90
54	1	1	-2	102
55	2	-7	-5	111

Only ZTA counter and EBNA-1 inh, for some of the entries so far:
#	SMILES	ZTA counter	EBNA-1 inh
35	CCOc1ccc(CN(C(=O)c2ccccn2)c2ccc(OC)c(Cl)c2)cc1	1	-17
36	CCOc1ccc(S(=O)(=O)N(CC)CC)cc1N	9	1
37	Cc1ccc(C(=O)N2CCCC(Nc3ccc(C(C)C)cc3)C2)cn1 (centres undefined)	3	10
38	Cc1cccc(CN2CCC(Oc3ccc(C(=O)N4CCCCC4)cc3)CC2)c1	-2	0
39	Cc1ccc(S(=O)(=O)N2CCN(C(=O)c3ccc(COc4ccccc4)o3)CC2)cc1	-13	·
40	CN(C)CCNC(=O)c1c(CSc2ccccc2)noc1C(=O)NCc1ccccc1	11	-2
41	CCCN1CCC(=NNc2ccc(S(N)(=O)=O)cc2[N+](=O)[O-])CC1	6	0
